Cy5 interf NS3h: Cy5 fluorescence quenchers or enhancers, artefact control for HCV NS3 helicase inhibitor project, biochemical, ChemBridge library, Cy5 readout | AID 720488, 2013 | fluorescence interference ratio at 100 µM | 16,000 tested, 6% active | Cy5-dT15 DNA with NS3h, fluorescence interference; actives lie on both sides; signal over control mean, under 1 quenches;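 active means compound fluorescence over control fluorescence at most 0.8, a quencher, or at least a set upper limit, an enhancer; inactive means ratio between 0.8 and the set upper limit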
HCV NS3h FP: HCV NS3 helicase inhibitors, primary screen, biochemical, fluorescence polarization, ChemBridge library | NS3h Cy5-dT15 DNA binding | Hepatitis C virus NS3 helicase | AID 687043, 2013 | inhibition, % at 100 µM | 16,000 tested, 1.6% active;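 active means inhibition above the average over every tested compound plus 3 SD, cut at about 40% in these data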
Starred values were filed as active, the others as inactive.

A first look, 6 compounds:
mol	Cy5 interf NS3h	HCV NS3h FP
O=C(/C=C/c1ccc2c(c1)OCO2)Nc1ccc(F)cc1	0.94	16
O=C(Nc1cccc(O)c1)/C(=C/c1cccc([N+](=O)[O-])c1)NC(=O)c1ccccc1	0.89	10
O=C(/C=C/c1cccc(C(F)(F)F)c1)Nc1cccc([N+](=O)[O-])c1	0.92	6
COc1ccccc1OCCNc1cc(Cl)ccc1[N+](=O)[O-]	1	3
Cc1c(NC(=S)NC(=O)c2ccco2)cccc1-c1nc2ncccc2o1	0.97	3
CCP(=O)(c1ccccc1)C(C)(C)O (stereo not given)	1	5

The list itself, previewed entries included:
mol	Cy5 interf NS3h	HCV NS3h FP
O=C(/C=C/c1ccc2c(c1)OCO2)Nc1ccc(F)cc1	0.94	16
O=C(Nc1cccc(O)c1)/C(=C/c1cccc([N+](=O)[O-])c1)NC(=O)c1ccccc1	0.89	10
O=C(/C=C/c1cccc(C(F)(F)F)c1)Nc1cccc([N+](=O)[O-])c1	0.92	6
COc1ccccc1OCCNc1cc(Cl)ccc1[N+](=O)[O-]	1	3
Cc1c(NC(=S)NC(=O)c2ccco2)cccc1-c1nc2ncccc2o1	0.97	3
CCP(=O)(c1ccccc1)C(C)(C)O (stereo not given)	1	5
COC(=O)c1ccc(NC(=O)c2ccc(Cl)cc2)cc1	1.1	13
CCCc1cc(=O)n2[nH]c(-c3ccc(F)cc3)cc2n1	0.87	0
NC(=O)c1ccc(NS(=O)(=O)c2ccc(F)cc2)cc1	1.2	6
O=C(Nc1ccc2c(c1)oc1ccccc12)c1c(Cl)cccc1Cl	1	11
CNC(=O)c1c(-c2ccccc2)oc2ccc(OC)cc12	0.9	11
CCC(=O)NC(c1ccc(OC)cc1)c1ccc2cccnc2c1O (stereo not given)	1	8
CCc1ccc(N2C(=O)NC(=O)/C(=C\c3ccc(N4CCOCC4)o3)C2=O)cc1	0.96	-6
Cc1ccc(N(CC(=O)O)S(=O)(=O)c2ccccc2)cc1Cl	1.1	-10
COc1cc(/C=C2\C(=O)NC(=O)N(c3ccc(Cl)cc3)C2=O)cc(Cl)c1OC	1.1	5
Cc1ccccc1NC(=O)C(=O)NCc1ccccc1	1	2
Cc1cc(C)cc(N2C(=O)NC(=O)/C(=C\c3cccc(F)c3)C2=O)c1	1	-2
O=C(/C=C/c1ccccc1)NC(CCC(=O)OCc1ccccc1)C(=O)OCc1ccccc1 (stereo not given)	1	7
Cc1cccc(C)c1NC(=O)c1ccc(CN2CCc3ccccc3C2)cc1	1	-1
O=C1NC(=S)NC(=O)C1=Cc1ccc(O)c(Cl)c1	1	45*
Cc1cccc(OCC(=O)O/N=C(/N)Cc2cccc3ccccc23)c1	1.2	11
O=C1C(=O)N(c2cccc(Cl)c2)C(c2ccc(F)cc2)C1=C(O)c1ccccc1 (stereo not given)	1	11
COC(=O)c1sccc1NC(=O)c1c(-c2c(Cl)cccc2Cl)noc1C	1.1	5
Cc1ccccc1NC(=O)CSc1ccccc1	1	7
CCOC(=O)c1c(NC(=S)NC(C)=O)sc2c1CCC2	1.1	4
O=C(Nc1ccc(NC(=O)c2ccc(Cl)cc2Cl)cc1)c1ccccc1	0.96	14
COc1ccc(C(=O)NC(=S)Nc2ccc(S(=O)(=O)N=C(N)N)cc2)cc1	0.93	10
Cc1cc(C)cc(N2C(=O)NC(=O)/C(=C\c3ccc(I)o3)C2=O)c1	1.1	46*
CC(C)C(=O)Nc1ccc2oc(-c3ccccc3Br)nc2c1	0.91	9
CC(C)(CO)NCC(=O)NCCNc1ccc([N+](=O)[O-])cc1Cl	1	-2
O=C1c2ccccc2NC(c2ccc3c(c2)OCO3)N1Cc1ccco1 (stereo not given)	0.94	3
COc1cccc2c(=O)c(CCC(=O)O)c(C)[nH]c12	1.1	8
COc1cc(/C=C2\C(=O)N(c3ccc(S(N)(=O)=O)cc3)N=C2C)cc(Br)c1O	0.95	16
C=CCOc1ccc(/C=C/C(=O)c2ccc(C)cc2)cc1	1	-1
CCCP(=O)(CCC)CCP(=O)(c1ccccc1)c1ccccc1	1	-2
COc1ccc(CNC(=O)c2cnn3c2NC(c2ccco2)CC3C(F)(F)F)cc1 (stereo not given)	0.75*	14
O=C(CCC1CCCC1)Nc1ccc2c(c1)oc1ccccc12	1.1	5
O=c1/c(=C/c2ccc(O)c(Cl)c2)sc2nc3ccccc3n12	1.1	15
CCOc1cc(C2Nc3ccccc3C(=O)N2Cc2ccccc2)ccc1O (stereo not given)	0.96	8
COc1ccccc1NC(=O)c1ccc(OC)c([N+](=O)[O-])c1	1	-3

Some of these compounds in order of their number in HCV NS3h FP, high to low.
mol	Cy5 interf NS3h	HCV NS3h FP
COC(=O)c1sccc1NC(=O)c1c(-c2c(Cl)cccc2Cl)noc1C	1.1	5
C=CCOc1ccc(/C=C/C(=O)c2ccc(C)cc2)cc1	1	-1
COc1ccccc1NC(=O)c1ccc(OC)c([N+](=O)[O-])c1	1	-3

Later entries.
mol	Cy5 interf NS3h	HCV NS3h FP
O=C(Nc1ccc(N2CCOCC2)cc1)c1ccc(Br)o1	1	3
CCOC(=O)c1ccccc1NC(=O)c1cncc(Br)c1	0.98	15
CC(=O)Nc1ccccc1NC(=O)c1ccc(I)cc1	1.1	6
O=C(NC(=S)Nc1ccc([N+](=O)[O-])cc1O)C12CC3CC(CC(C3)C1)C2	0.95	9
CCN(CC)/C(=N\OCc1ccc(Cl)cc1Cl)c1nonc1N	0.67*	16
NS(=O)(=O)c1ccc(NS(=O)(=O)c2ccc(Br)cc2)cc1	1	6
CCOC(=O)C1=C(N)Oc2ccc3ccccc3c2C1c1cccc([N+](=O)[O-])c1 (stereo not given)	1	-1
CCOc1ccc(N(CC(=O)Nc2c(C)cccc2C)S(=O)(=O)c2ccc(SC)cc2)cc1	1.1	3

2 records picked at random from those above:
mol	Cy5 interf NS3h	HCV NS3h FP
CCOC(=O)C1=C(N)Oc2ccc3ccccc3c2C1c1cccc([N+](=O)[O-])c1 (stereo not given)	1	-1
CCN(CC)/C(=N\OCc1ccc(Cl)cc1Cl)c1nonc1N	0.67*	16

The list continues.
mol	Cy5 interf NS3h	HCV NS3h FP
N#CCCN(C1CCCCC1)S(=O)(=O)c1ccc(Cl)cc1	1.1	14
O=S(=O)(Nc1ccc(S(=O)(=O)N2CCOCC2)cc1)c1ccccc1	1	5
COc1ccc(C2CC(=O)C3=C(C2)Nc2ccccc2NC3c2cccc(Cl)c2)cc1 (stereo not given)	0.94	9
C=CCN1C(=O)/C(=C/c2ccc(I)o2)SC1=S	1.1	10
O=C(/C=C/c1ccc(-c2ccccc2[N+](=O)[O-])o1)c1cc2ccccc2o1	0.97	-2
CCOC(=O)C1NN=C(C(=O)c2ccc(OC)cc2)C1c1ccccc1 (stereo not given)	0.94	6
O=S(=O)(O)c1c(O)cnc2ccccc12	1.1	0
Cc1ccc(CC2C(=O)N(c3ccc4ccccc4n3)C(=O)C2C)cc1 (stereo not given)	0.95	11
CCCOc1cccc(C(=O)Nc2c(C)ccc3nsnc23)c1	1.1	2
C=CCN(CC=C)Cn1[nH]c(=O)ccc1=O	0.75*	15
CCOC(=O)c1cnc2cc(-c3ccco3)[nH]n2c1=O	1	0
Cc1ccc(S(=O)(=O)N(Cc2ccccc2)c2ccccc2C(=O)NCc2ccco2)cc1	0.92	9
CCOc1ccc(S(=O)(=O)Nc2cccnc2)c2ccccc12	1	22
O=C(CSc1nnc2c(n1)[nH]c1ccccc12)NCCO	1.1	0
COC(=O)c1ccc(/C=C2\SC(=Nc3ccc(Br)cc3)NC2=O)cc1	0.99	9
CCC1=NN2C(=N)/C(=C/c3ccc(Br)cc3)C(=O)N=C2S1	0.96	6
Cc1ccc(C)n1-c1cccc2cccnc12	0.07*	-87
O=[N+]([O-])c1ccc(C=Nc2ccc(Br)c(Cl)c2)s1	1	1
Cc1cc(N2CCCC2)n2c(nc3ccccc32)c1C#N	0.98	-4
Cc1ccc(-c2[nH]n3c(=O)cc(-c4ccc([N+](=O)[O-])cc4)nc3c2C)cc1	0.79*	-6
Cc1ccc(C(=O)NCCCNc2ccc([N+](=O)[O-])cc2)cc1	1	10
COc1ccc(C2CC(C(F)(F)F)n3nc(C(=O)N4CCN(C)CC4)c(Cl)c3N2)cc1 (stereo not given)	1.1	7
O=C(Cc1ccc(F)cc1)Nc1ccccc1Br	1	7
COc1cc(C2NC(=S)NC(C)=C2C(=O)Nc2ccccc2Cl)cc(OC)c1OC (stereo not given)	1	-1
Cc1ccc(C2(C)N(O)C(C)C(c3ccccc3)=[N+]2[O-])o1 (stereo not given)	0.95	31
O=C(Nc1ccc(NC(=O)c2ccc(Cl)cc2Cl)c(Cl)c1)c1ccccc1	0.99	4
COc1ccc(OCC(=O)Nc2ccc(I)cc2Cl)cc1	0.93	3
COc1ccc(C2CC(c3ccc(C)cc3)=NN2C(C)=O)cc1OC (stereo not given)	1	3
CC(=O)c1cccc(NC(=O)COc2ccccc2C(C)(C)C)c1	0.92	5
CCOc1ccccc1NC(=O)CN(c1cccc(Br)c1)S(=O)(=O)c1ccccc1	0.95	8
O=[N+]([O-])c1ccccc1S(=O)(=O)Nc1ccc(OCc2ccccc2)cc1	1.1	9
CCOC(=O)c1c(-c2ccc(Br)cc2)csc1NC(=O)c1cccc([N+](=O)[O-])c1	1.2	6
Cc1nc2cc(NCc3ccc(N(C)C)cc3)ccc2n1Cc1ccccc1	0.93	16
Cc1ccccc1/C=N\N=C1\NC(=O)C(Cc2cccc([N+](=O)[O-])c2)S1 (stereo not given)	1.3*	15
CC(=O)c1c(C)nc2ccc(OC(F)(F)F)cc2c1-c1ccccc1	0.93	8
CC1=C(C(=O)OC(C)C)C(c2ccccc2)N2C(=O)CCSC2=N1 (stereo not given)	0.94	10
Cc1ccc(N2NC(=O)/C(=C\c3ccco3)C2=O)cc1C	1.1	23
O=C1NN(c2ccccc2)C(=O)/C1=C\c1cccc([N+](=O)[O-])c1	0.91	33
CC(C)c1ccc(NC(=O)C(=O)NCc2cccs2)cc1	1.1	5
O=C1NC(=O)N(c2ccccc2Cl)C(=O)/C1=C\C=C\c1ccco1	1.2*	62*
COc1cccc(C(=O)Nc2ccc3nn(-c4ccc(Cl)cc4)nc3c2)c1	0.87	-37
Cc1ccc(NC(=S)NC(=O)C(=O)Nc2ccccc2)cc1	0.72*	10
Brc1ccc(C2=CSC3=NCCN23)cc1	0.95	12
O=C1C(=O)N(Cc2ccc3c(c2)OCO3)c2ccccc21	0.98	10
Cn1c(O)c(N=NC(=O)COc2ccc3ccccc3c2)c2ccccc21	1.1	28
NC(=O)NC(c1ccccc1)c1ccc(Br)cc1 (stereo not given)	1	9
O=C1NC(=O)N(c2ccccc2)C(=O)/C1=C\c1cccc(OCc2ccc(F)cc2)c1	0.97	24
CCOc1ccc(Nc2nc(-c3sc(NC(=O)c4ccccc4)nc3C)cs2)cc1	0.95	6
COCCNCCOc1ccc(Br)cc1	0.93	8
c1ccc2c(c1)nc(N1CCOCC1)c1nncn12	1	-19
CC(C)(C)C(=O)/C=C(/c1ccccc1)N1CCCCC1	0.98	4
O=C(Nc1ccc(I)cc1)c1ccc(Cl)cc1Cl	1.1	28
C(=N/n1cnnc1)/c1cc2ccccc2[nH]1	0.74*	23
CCc1nn2c(N)c(C=C3C=C(Cl)C(=O)C(Cl)=C3)c(=O)nc2s1	0.89	11
O=C(NCCCN1CCOCC1)C(=O)Nc1ccc(F)cc1	1.1	7
CN1C(=O)C(O)(CC(=O)c2ccc(F)cc2)c2ccccc21 (stereo not given)	1.1	-4

Looked up above:
C(=N/n1cnnc1)/c1cc2ccccc2[nH]1 in Cy5 interf NS3h shows 0.74*
CCc1nn2c(N)c(C=C3C=C(Cl)C(=O)C(Cl)=C3)c(=O)nc2s1 in Cy5 interf NS3h shows 0.89
O=C(Nc1ccc(I)cc1)c1ccc(Cl)cc1Cl in Cy5 interf NS3h shows 1.1
c1ccc2c(c1)nc(N1CCOCC1)c1nncn12 in HCV NS3h FP shows -19
CC(C)(C)C(=O)/C=C(/c1ccccc1)N1CCCCC1 in Cy5 interf NS3h shows 0.98
CN1C(=O)C(O)(CC(=O)c2ccc(F)cc2)c2ccccc21 (stereo not given) in HCV NS3h FP shows -4

Following part
mol	Cy5 interf NS3h	HCV NS3h FP
Cc1ccccc1OCC(=O)Nc1ccc(-c2ccccc2)cc1	0.91	19
Cc1ccc(S(=O)(=O)N=Nc2c(O)[nH]c3ccccc23)cc1C	1.1	0
Cc1ccc(OCC(=O)N2CCN(c3ccc([N+](=O)[O-])cc3)CC2)cc1C	0.91	-2
COC(=O)c1ccccc1NC(=O)c1ccc(CN2CCc3ccccc3C2)cc1	1	-2
CC1=C(C(=O)Nc2cccc(Cl)c2)C(c2ccc(F)cc2)NC(=S)N1 (stereo not given)	0.95	4
CC1=NN(C(=O)c2ccccc2)C(C)(O)C1(C)C (stereo not given)	1.1	-2
Cc1ccc(-n2nc(-c3ccccc3)c3c2C(=O)C=CC3=O)cc1	0.92	44*
COc1ccc(CN2CCN(S(=O)(=O)c3ccc(C)cc3)CC2)cc1	0.84	4
CCOc1ccc(N(CC(=O)Nc2cccc3ccccc23)S(C)(=O)=O)cc1	0.99	-8
Cc1ccnc(NC(=O)/C=C/c2ccc(-c3ccccc3[N+](=O)[O-])o2)c1	0.93	2

Screening results as filed in PubChem BioAssay.

Rows were taken by chance; 6.7% or so of the library scored in one or more.
